Screening data deposited in PubChem by National Center for Advancing Translational Sciences (NCATS).
TbPYK inhibitor = inhibitors of Trypanosoma brucei pyruvate kinase; TbPYK enzyme, Kinase-Glo Plus ATP luminescence, 45 min; AID 624173; 410,000 tested, 0.12% active; Potency, µM (titrated, usually from 76.8 µM), for the others: at the highest dose activity, negative = inhibition, most hits filed as inhibitors; Q57TT1; note: potency is the fitted concentration of half-maximal effect; % is set by controls: 0 for no effect and ±100 for the full control effect; nearly all actives have a fitted effect of over 50% in size
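Luminescent Kinase-Glo Plus end-point after 45 min room-temperature reaction of T. brucei pyruvate kinase started with 130 uM ADP (final). Buffer TEA 50 mM pH 7.2 with KCl, MgCl2, BSA, Tween-20; titration-based qHTS with fitted concentration-effect curves.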
AmpC no deterg = AmpC beta-lactamase inhibition without detergent; Potency, µM (titrated, usually from 57.1 µM), for the others: at the top dose activity change, negative = inhibition, hits mostly inhibitors; AmpC nitrocefin hydrolysis, absorbance 480 nm, 0.0001% Triton; 330,000 tested, 0.52% active; P00811;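 note: potency is the fitted concentration of half-maximal effect; plate controls were no compound for no effect and no enzyme for full effect; nearly all actives have a fitted effect of over 20% in size; some results filed as inactive show a strong effect at the top dose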
Target sequence (P00811 whole entry, looked up): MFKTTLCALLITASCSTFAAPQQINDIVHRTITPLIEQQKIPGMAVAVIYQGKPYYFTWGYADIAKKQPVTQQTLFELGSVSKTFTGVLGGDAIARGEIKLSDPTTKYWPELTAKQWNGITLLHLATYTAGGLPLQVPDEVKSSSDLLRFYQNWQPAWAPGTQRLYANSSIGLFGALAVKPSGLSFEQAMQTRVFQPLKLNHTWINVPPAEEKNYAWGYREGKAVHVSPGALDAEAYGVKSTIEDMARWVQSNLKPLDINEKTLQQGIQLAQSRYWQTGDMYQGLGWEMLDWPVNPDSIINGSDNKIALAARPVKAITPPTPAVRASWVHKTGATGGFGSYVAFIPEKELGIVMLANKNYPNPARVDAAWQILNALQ
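AmpC (5.3 nM in the dispensed reagent) in 20 mM phosphate pH 7.0 with 0.01% (detergent screen) or 0.0001% Triton X-100 was preincubated with compounds for 15 min at room temperature. Nitrocefin was then added from an 800 uM solution, and hydrolysis was followed at 480 nm.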
Pf growth 48h = inhibits P. falciparum growth in the first generation, 48 h. 310,000 tested, 5.9% active. Potency, µM (titrated, usually from 28.7 µM), for the others: top-dose activity change, negative = inhibition, most hits filed as inhibitors. AID 504832. P. falciparum luciferase growth in erythrocytes, 48 h; note: potency is the fitted concentration of half-maximal effect; % is set by controls: 0 for no effect and ±100 for the full control effect
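A one-generation exposure of luciferase-tagged malaria parasites in RPMI 1640/Albumax erythrocyte culture, 37 C and 5% CO2. Inhibition is inferred from decreased luminescence after adding detection reagent.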
Pf growth 96h = P. falciparum growth inhibition at 96 hours | 320,000 tested, 6.9% active | Potency, µM (highest dose often 28.7 µM), inactives show at the highest dose activity change, negative = inhibition, most hits filed as inhibitors | P. falciparum luciferase reporter growth, 96 h | AID 504834; note: potency is the fitted concentration of half-maximal effect; % is set by controls: 0 for no effect and ±100 for the full control effect
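Plates of compound plus infected erythrocytes (2% hematocrit, 0.05% parasitemia final) incubate 96 hours, 37 C, 5% CO2. Detection reagent added; reduced luminescence from the parasites' luciferase reporter flags inhibition.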
LmPK inh = blocks Leishmania mexicana pyruvate kinase activity; 290,000 tested, 0.37% active; purified LmPK, Kinase-Glo ATP luminescence, 1 h; Potency, µM (series often up to 57.5 µM), for the others: at the highest dose activity change, negative = inhibition, actives largely listed as inhibitors; Q27686; note: potency is the fitted concentration of half-maximal effect; % is set by controls: 0 for no effect and ±100 for the full control effect
Target sequence (Q27686 whole entry, looked up): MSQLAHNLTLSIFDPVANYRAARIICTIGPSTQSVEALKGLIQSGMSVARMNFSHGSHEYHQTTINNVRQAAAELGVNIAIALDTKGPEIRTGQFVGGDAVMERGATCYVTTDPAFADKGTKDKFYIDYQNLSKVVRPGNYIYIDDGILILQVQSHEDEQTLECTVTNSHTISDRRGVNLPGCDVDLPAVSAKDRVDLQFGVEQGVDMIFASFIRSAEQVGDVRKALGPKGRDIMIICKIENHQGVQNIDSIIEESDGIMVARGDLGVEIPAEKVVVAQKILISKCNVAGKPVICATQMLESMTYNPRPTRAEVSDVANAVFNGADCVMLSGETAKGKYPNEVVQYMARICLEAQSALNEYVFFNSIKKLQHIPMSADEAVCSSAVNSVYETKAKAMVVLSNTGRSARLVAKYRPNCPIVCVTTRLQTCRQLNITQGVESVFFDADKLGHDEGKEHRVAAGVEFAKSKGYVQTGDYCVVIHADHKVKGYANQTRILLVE
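ATP generated from ADP (0.1 mM) and PEP (0.5 mM) by 0.1 nM LmPK over 1 h at room temperature (pH 7.2 imidazole buffer) was detected by coupled luciferase luminescence. Values were normalized to uninhibited and no-enzyme wells.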
CHX counter = counter-screen hit for Shiga toxin inhibitors, cycloheximide; cell reporter, cycloheximide protein synthesis inhibition counterscreen; max response, %; AID 2314; 300,000 tested, 12% active; in the data active = max response mostly above about 13%, no sharp cut-off; inactive = mostly below about 14%; note: read at 38.3 µM for the half of the compounds with a filed dose; 0% is about no effect
Shiga toxin inh = inhibitors of Shiga toxin in Vero cells; Vero cells, Shiga toxin protein synthesis inhibition reporter; inhibition, % at 38.7 µM; 290,000 tested, 9.2% active; in the data active = inhibition mostly above about 28%, no sharp cut-off; inactive = mostly below about 43%; note: 0% is about no effect
The depositor's hits bear a star; ? = inconclusive; / = not tested or not shown; & = joins results of further samples; [ ] = another dose, or the depositor's remark. Unless noted, calls come from the whole dose curve; as a rule, active = well fitted curve in the direction sought with a large enough effect; inconclusive = small, poorly fitted or top-dose-only effect, or another doubt; inactive = no such curve, though single readings can be large; an effect the other way counts as inactive or inconclusive.

Values run as follows: TbPYK inhibitor, AmpC no deterg, Pf growth 48h, Pf growth 96h, LmPK inh, CHX counter, Shiga toxin inh
#1 Nc1ccc(S(=O)(=O)c2ccc(N)c(N)c2)cc1
    1.9%, -10.6%, 24.4%, ?, -0.9%, 4.4, 3.2
#2 CCc1nnc(NC(=O)C2CCN(C(=O)c3ccccc3C)CC2)s1
    -5.3%, -2.1%, -2.6%, ?, /, /, /
#3 O=C(NCc1cccs1)c1nc2ncccn2n1
    -1.0%, /, 8.1%, /, -3.7%, -2.8, -4.6
#4 O=C(CCCn1c(=O)[nH]c2ccccc2c1=O)NCCSCc1ccccc1
    -1.4%, -11.6%, ?, -6.9%, 3.2%, -5.0, 2.7
#5 CC(=O)NCCCc1nc2ccccc2n1Cc1cc(C)ccc1C
    -5.6%, 154.0%[activator], -10.3%, 50.7%[activator], 0.3%, 0.7, -11.4
#6 COc1ccccc1CNC(=O)CN1CCC(n2cnc3cc(F)ccc32)CC1
    6.6%, 101.1%[activator], 10.4µM*, 45.9%[activator], -0.5%, -6.3, -15.4
#7 Fc1ccc(NC(=S)Nc2cccc3cnccc23)cc1
    -15.3%, -19.2%[11.4 µM], ?, ?, 3.2%, 17.4*, 32.5
#8 Cc1nn(C)c(C)c1CNC(=O)Nc1cccc(Cl)c1
    2.7%, 1.2%, 294.8%[activator], ?, 15.4%, 56.9*, 113.6*
#9 O=C(N/N=C/c1ccc(Br)s1)c1cccc([N+](=O)[O-])c1
    0.1%, -11.2%, 2.94µM*, 4.15µM*, 1.9%, -3.2, 6.3
#10 COc1ccc(NC(=O)CN(C)C(=O)Cc2ccc(-c3ccccc3)cc2)cc1
    -3.2%, -40.9%, ?, ?, /, /, /
#11 Cc1ccc(C(NC(=O)N2CCN(C)CC2)C(Cl)Cl)cc1F (centres undefined)
    6.8%, -18.1%, -20.8%, -1.8%, -0.9%, -0.3, -14.2
#12 Cc1c(NC(=S)Nc2ccccc2)c(=O)n(-c2ccccc2)n1C
    -14.2%, -25.0%, 33.4%[activator], 8.5%, -1.1%, -2.1, -5.4
#13 CC(C)C(=O)N1c2ccccc2NC2=C(C(=O)CCC2)C1c1ccc(N(C)C)cc1 (centres undefined)
    -20.1%, 60.3%[activator], ?, 2.33µM*, 5.9%, 21.8*, 36.3
#14 CCC1CCCCN1CCCNC(=O)c1ccc(CS(=O)(=O)c2ccc(Br)cc2)o1 (centres undefined)
    -2.1%, 5.7%, -9.5%, ?, 3.9%, -1.6, -2.7
#15 CCc1cc(C(=O)N=Nc2c(O)[nH]c3c(Br)cc(Br)cc23)c2ccccc2n1
    2.0%, ?, -24.1%, 4.65µM*, 1.7%, -1.5, -12.7
#16 CC(Oc1ccccc1Cl)C(=O)N1CCOCC1 (centres undefined)
    -1.5%, -18.6%, 14.5%, -10.3%, 0.5%, -2.7, -13.2
#17 O=[N+]([O-])c1ccc2ncnc(Nc3ccc4c(c3)OCCO4)c2c1
    -5.3%, -32.3%, 9.28µM*, ?, -18.2%, 11.8, -17.3
#18 CCN1CCN(C(c2ccc(F)cc2)c2nnnn2Cc2ccc3c(c2)OCO3)CC1 (centres undefined)
    -12.3%, 58.8%, ?, 0.2%, -1.4%, 4.4, -9.1
#19 CCC(=O)N1CCc2cc(Br)cc(S(=O)(=O)CCC(=O)NCCc3ccccc3)c21
    0.0%&-3.6%, 27.4%, /, -10.3%, 5.9%, 4.2, 7.0
#20 CCOC(=O)C1CCN(c2cc3c(cc2NC(=O)c2cc(OC)ccc2Br)n(C)c(=O)n3C)CC1
    0.8%, -13.2%, ?, ?, 4.5%, -4.4, -11.9
#21 O=S(=O)(Nc1cccc(-c2ccc3nncn3n2)c1)c1cc(F)ccc1F
    0.2%, -12.0%, 37.1%[activator], 0.0%, /, /, /
#22 NC(=O)c1cc(-c2csc(NCCc3ccccc3)n2)ccc1O
    -5.5%, ?, -16.4%, ?, -0.8%, -5.3, 18.3
#23 Cc1nc2c(-c3ccccc3)c(C)nn2c(C)c1CCC(=O)NC(C)CCc1ccco1 (centres undefined)
    -5.7%, 133.0%[activator], /, 10.4µM*, 16.4%, -4.4, -13.4
#24 COc1ccc(OCCC(=O)Nc2ccccc2)cc1
    2.7%, -0.4%, 25.9%, 6.1%, -3.7%, 16.9*, 26.2*
#25 O=C(Cn1cnc([N+](=O)[O-])n1)N/N=C/c1cccc(Cl)c1
    1.6%, -27.9%, 17.8%, 0.0%, -1.0%, -4.2, -34.7
#26 C=CCc1cccc(/C=N/NC(=O)CCC(=O)Nc2ccc(C)cc2)c1O
    0.7%, ?, 17.6%, 0.0%, 1.9%, -2.4, -11.8
#27 CC(=O)N1CCN(c2nc3ccc(Br)cc3s2)CC1
    -0.2%, 56.2%, 84.7%[activator], 67.5%[activator], 11.2%, 26.6*, 53.1*
#28 OCC1OC([S-])[C@H](O)C(O)C1O.[Au+] (some centres undefined)
    -10.6%, /, -21.6%, 4.78µM*, /, /, /
#29 COc1cccc(-c2nnc(-c3ccccc3[N+](=O)[O-])o2)c1
    2.5%, -19.4%, 98.6%[activator], 72.8%[activator], 0.4%, 41.0*, 93.2*
#30 O=C(Nc1ccccc1C(=O)OCC(=O)N1CCc2ccccc2C1)c1ccco1
    7.8%, -17.4%, ?, -5.2%, -3.8%, 42.0*, 73.3*
#31 CC1CCN(C(=O)CSc2nnc(N)s2)CC1
    -1.2%, -1.2%, 22.3%, ?, -0.1%, 11.3, 19.9
#32 O=C(CN1CCSC1=NCc1ccccc1)c1ccc(Cl)cc1
    -7.8%, -7.4%, -23.7%, ?, -2.0%, 3.1, 13.3
#33 COc1ccc2nc(N/C(N)=N/C(=S)Nc3c(C)cccc3C)nc(C)c2c1
    -2.3%, -16.5%, ?, ?, -2.2%, 0.6, 3.2
#34 CCOC(=O)CCCNC(=O)COC(=O)[C@@H]1CCCN1S(=O)(=O)c1ccc(Cl)cc1
    0.0%, 66.1%[activator], ?, ?, -2.6%, 0.7, -24.0
#35 COC(=O)C(O)(c1c(C)[nH]c2ccccc12)C(F)(F)F (centres undefined)
    0.9%, -9.3%, ?, ?, -3.5%, -4.1, -8.7
#36 O=S(=O)(c1ccc(Oc2ncnc3scc(-c4ccccc4)c23)cc1)N1CCOCC1
    3.4%, 67.1%[activator], ?, -8.2%, -0.1%, -5.1, -8.8
#37 CN(C)c1ccc(C(=S)NC2CCCCC2)cc1
    -16.3%, -21.6%, 85.2%[activator], 1.5%, 3.8%, 24.5*, 69.2*
#38 N#C/C(=C\c1cc([N+](=O)[O-])c(N2CCCCC2)cc1N1CCCCC1)c1nn(-c2ccccc2)c(N)c1C#N
    1.5%, -16.5%, ?, ?, 1.4%, 7.5, -11.9
#39 O=c1nc(SCc2cccc(C(F)(F)F)c2)nc2ccccn12
    -5.6%, -1.0%, ?, ?, -0.1%[11.5 µM], 8.3, -8.7
#40 COc1ccccc1NC(=O)Cn1nc(C)n2cccc2c1=O
    1.2%&-0.9%, -6.9%, 35.8%[activator], ?, -3.7%, 11.1, -7.0
#41 COc1ccccc1C1CC(c2ccco2)=NN1c1ccccc1 (centres undefined)
    -2.1%, -38.3%, ?, -3.7%, -2.6%, -3.2, -11.7
#42 CCC(C)(C)NC(=S)Nc1ccccc1C
    -12.2%, 126.7%[activator], 10.4µM*, ?, 14.3%, 2.7, -3.0
#43 O=C(Nc1ccc(N2CCCC2)cc1)c1ccc(Br)cc1
    3.9%, -23.7%, 13.1µM*, 0.0%, 2.8%, 11.6*, 18.8
#44 O=C(Nc1ccc(Oc2ccccc2)nc1)C1CCCCN1Cc1ccc(OCCO)cc1 (centres undefined)
    2.1%, 76.5%[activator], ?, ?, 0.1%, 22.4*, 0.6
#45 Fc1ccc(-c2csc3ncnc(N4CCN(Cc5ccccc5)CC4)c23)cc1
    -3.9%, -27.0%, ?, 9.28µM*, 0.2%, 1.4, -2.2
#46 CSc1cccc(NC(=O)C2CC(=O)N(Cc3ccccc3)C2)c1 (centres undefined)
    -5.8%, 34.7%, ?, 31.1%[activator], -4.3%, 6.7, 6.1
#47 O=C(COC(=O)CC1CCCC1)Nc1ccccc1[N+](=O)[O-]
    -1.2%, -10.5%, -9.3%, -8.1%, /, /, /
#48 COc1ccc2nc(Nc3ccc4c(c3)OCO4)sc2c1
    -1.5%, -41.7%, 159.3%[activator], 0.9%, -10.3%, 38.5*, 44.8*
#49 COc1ccc(NC(=O)/C=C/c2ccc3c(c2)OCO3)cc1
    -2.5%, -29.3%, 81.8%[activator], 88.5%[activator], -1.4%, 47.6*, 78.0*
#50 N#Cc1ccc(OCC(=O)Nc2cc(S(=O)(=O)N3CCCCC3)ccc2N2CCCCC2)cc1
    0.6%, -21.9%, 1.0%, ?, 0.5%, -1.0, -12.3
#51 O=[N+]([O-])c1ccc2nc(SCc3ccccc3Cl)sc2c1
    8.8%, -18.6%, 58.0%[activator], 12.1%, -0.5%, 2.3, 23.4
#52 CC(NC(=O)C1CCN(S(=O)(=O)c2cccc3cccnc23)CC1)c1ccccc1 (centres undefined)
    7.9%, 4.0%, -18.3%, 29.1%, 7.1%, -4.6, 14.4
#53 O=C(NCCc1ccccc1)C1CC(=O)N(c2ccc3c(c2)OCCO3)C1 (centres undefined)
    1.2%, -2.7%, ?, -2.5%, /, /, /
#54 O=C1CCCC(=O)C1C1c2ccccc2CCN1C(=O)CCl (centres undefined)
    -4.9%, -14.9%, 27.2%, ?, -7.2%, 4.2, 15.6
#55 Cc1nn(Cc2cccc(C(=O)NN)c2)c(C)c1Cl
    -1.7%, -6.2%, ?, 25.5%, 0.1%, -2.0, 11.4
#56 COc1ccc(CCN2CCCC(CN(C)Cc3cc(Cl)c(O)c(OC)c3)C2)cc1 (centres undefined)
    2.0%, 14.7%, 2.33µM*, 105.7%[activator], 1.2%, -1.6, -6.6
#57 CC1CCN(C(CNS(=O)(=O)c2ccccc2)c2ccccc2)CC1 (centres undefined)
    1.5%, 1.3%, -18.3%, -21.5%, /, /, /
#58 COCCCNc1nc(=S)[nH]c2cc(OC)c(OC)cc12
    -25.7%, -3.9%, -2.1%, 86.7%[activator], -5.6%, 7.1, 32.2
#59 O=C(Nc1ccccc1F)Nc1cccc2ccc(O)cc12
    0.0%, -53.8%, ?, -1.5%, -16.3%, 46.2*, 102.0*

Only Pf growth 48h, for some of the entries so far:
nr | structure | Pf growth 48h
1 | Nc1ccc(S(=O)(=O)c2ccc(N)c(N)c2)cc1 | 24.4%
2 | CCc1nnc(NC(=O)C2CCN(C(=O)c3ccccc3C)CC2)s1 | -2.6%

An unsorted share of the library; about 22% have a hit in one of these screens.
